# RNase H inhibition: RNase H inhibition, HIV 1 Gag Pol polyprotein, FRET biochemical assay, screening (AID 372) | HIV-1 RT RNase H, FRET RNA/DNA substrate fluorescence; higher % means a stronger effect | inhibition, % at 10 µM; hits with a dose series show IC50 in µM | actives 0.77% (n = 100,000); in the data active = inhibition above about 50%
# * = called active by the depositor. A portion of the library; count on the stated rates, not on these rows.
structure | RNase H inhibition
Cc1cc(N/N=C/c2cccn2C)nc2ccccc12 | 5%
COc1ccc(C(=O)NC(=S)Nc2ccc3nn(-c4ccc(F)cc4)nc3c2)cc1 | 10%
Clc1ccccc1Cc1noc(-c2ccccc2Cl)n1 | 0%
Cn1c2c(c(=O)n(C)c1=O)C(c1ccc(OCc3ccccc3)cc1)C1=C(N2)c2ccccc2C1=O (configuration not stated) | 8%
O=C(/C(=C(\O)c1ccccc1)c1nc2ccccc2[nH]1)c1ccc([N+](=O)[O-])cc1 | 5%
COC(=O)/C(=C\C(=O)c1ccc(Br)cc1)Nc1ccccc1 | 14%
COc1ccc(C2CC(=O)C3=C(C2)NC(C)=C(C(=O)OCCOc2ccccc2)C3c2ccc(OCc3ccccc3)c(OC)c2)cc1 (configuration not stated) | 7%
COc1cc(C=C2C(=O)N(C)C(=S)N(C)C2=O)cc([N+](=O)[O-])c1O | 9%
O=C1OC(Oc2ccc(Cl)cc2Cl)(c2ccccc2)c2ccccc21 (configuration not stated) | 23%
O=c1/c(=C/c2ccc(-c3ccc([N+](=O)[O-])cc3Cl)o2)sc2nc3cc(Br)cnc3n12 | 2%
COc1ccc(C2/C(=C(\O)c3ccccc3)C(=O)C(=O)N2c2cccnc2)cc1 (configuration not stated) | 0%
Cc1ccc2[nH]c(C(=O)N/N=C/c3cccs3)c(-c3ccccc3)c2c1 | 16%
CCOc1ccc(-c2nc(Cc3ccc(OC)cc3)no2)cc1 | 17%
COC(C(=O)NCCSc1ccc(Cl)cc1)c1ccccc1 (configuration not stated) | 6%
CC(C)c1ccc(OCCCCCCNCCO)cc1 | 16%
CCOc1ccc(Nc2nc(-c3sc(NC(C)=O)nc3C)cs2)cc1 | 17%
COc1ccccc1/C=C\C=N\n1c(-c2ccc(Cl)cc2)n[nH]c1=S | 15%
O=C1N/C(=N\Nc2ccc([N+](=O)[O-])cc2)S/C1=C/c1ccccc1 | 29%
COc1ccc(/C=C2/SC(=O)N(CNc3ccc(I)cc3)C2=O)cc1 | 6%
COc1ccc(Cl)cc1C(=O)Nc1ccc(OC(F)(F)F)cc1 | 10%

# 4 compounds drawn at random from those above, as already listed:
structure | RNase H inhibition
Cc1ccc2[nH]c(C(=O)N/N=C/c3cccs3)c(-c3ccccc3)c2c1 | 16%
COc1ccc(Cl)cc1C(=O)Nc1ccc(OC(F)(F)F)cc1 | 10%
Cn1c2c(c(=O)n(C)c1=O)C(c1ccc(OCc3ccccc3)cc1)C1=C(N2)c2ccccc2C1=O (configuration not stated) | 8%
COc1cc(C=C2C(=O)N(C)C(=S)N(C)C2=O)cc([N+](=O)[O-])c1O | 9%

# Following part
structure | RNase H inhibition
C/C(=N/Nc1ccccc1[N+](=O)[O-])c1ccccc1O | 3%
Cc1cccc(C(C)C)c1NC(=O)C1COc2ccccc2O1 (configuration not stated) | 6%
COc1cccc(C2C(C#N)=C(N)OC3=C2C(=O)CC(c2ccccc2)C3)c1 (configuration not stated) | 8%
C=CCOc1c(Cl)cc(C2C(C(=O)OC)=C(C)NC3=C2C(=O)c2ccccc23)cc1OCC (configuration not stated) | 11%
Cc1cccc(N(CCOC(=O)c2ccccc2)C2=NS(=O)(=O)c3ccccc32)c1 | 24%
COc1ccc(C(=O)c2ccccc2C)cc1 | 2%
O=C1NC(=Nc2cccc(O)c2)S/C1=C/C(Cl)=C/c1ccc([N+](=O)[O-])cc1 | 51%*
CC(Cc1ccccc1)N=C(N)/C(C#N)=C\c1[nH]c2ccccc2c1O (configuration not stated) | 21%
CCN(CC)c1ccc(NC(=S)Nc2ccccc2)cc1 | 20%
CCOC(=O)C1CCN(C(=O)COc2cc(C)c(Cl)c(C)c2)CC1 | 19%
COc1ccc(N(CC(=O)Nc2ccc(C)cc2C)S(=O)(=O)c2ccc(C)cc2)c(OC)c1 | 16%
O=C(CSc1nc2ccc(Br)cc2c(=O)n1-c1ccccc1)NCCOc1ccccc1 | 11%
Cc1ccccc1NC(=O)c1ccc(Br)o1 | 8%
CCOc1ccc(C(=O)Nc2ccc(Cc3ccncc3)cc2)cc1Br | 8%
CCOC(=O)C1CCCN(C(=O)c2ccc(Br)cc2)C1 (configuration not stated) | 1%
Cc1ccccc1OCCN1CCOCC1 | 2%
COC(=O)c1c(NC(=O)c2cc([N+](=O)[O-])cc([N+](=O)[O-])c2)c(C#N)c(C)n1-c1ccccc1 | 10%
O=C1CCCC2=C1C(c1cccc(Br)c1)C1=C(CCCC1=O)O2 | 20%
COc1ccc(Cl)cc1N(CC(=O)Nc1ccc(C)c(Cl)c1)S(C)(=O)=O | 9%
C=CCOc1nc(-c2ccc(Br)cc2)nc2ccccc12 | 4%

# Later entries:
structure | RNase H inhibition
CCOc1ccccc1N1CCN(C(=O)C(F)(F)F)CC1 | 1%
CCC(CC)C(=O)Nc1cccc2ccccc12 | 3%
O=C(N/N=C/c1cccs1)c1sc2cc(Cl)ccc2c1Cl | 21%
CCOc1ccc(N=C(C)c2cc(Cl)ccc2O)cc1 | 23%
CCOC(=O)C1=C(C)N=c2s/c(=C/c3ccc(-c4ccc(C(=O)OCC)cc4)o3)c(=O)n2C1c1ccccc1OC (configuration not stated) | 3%
COc1cccc(/C=N/NC(=O)c2cccc(Br)c2)c1OC | 2%
N#CC1=C(SCC(N)=O)NC(=O)CC1c1cccc(O)c1 (configuration not stated) | 12%
O=C(OC12CC3CC(CC(C3)C1)C2)c1ccc(Br)c([N+](=O)[O-])c1 | 0%
COC(=O)c1ccccc1NC(=S)NC(=O)c1ccc(OC(C)C)cc1 | 10%
Cc1ccc(S(=O)(=O)N2CCN(Cc3ccc4c(c3)OCO4)CC2)cc1[N+](=O)[O-] | 7%
CCOc1cc(/C=N/NC(=O)c2ccccn2)ccc1OC(=O)c1ccccc1 | 17%
Cc1oc(C(=O)O)cc1CN1CCOCC1 | 0%
Cc1ccccc1/C=N/NC(=O)Cc1ccccc1 | 8%
CCSc1nc2c(c(=O)n1CC1CCCCC1)C1(CCCC1)Cc1ccccc1-2 | 0%
CCO/C=N/C1=C(C#N)C(c2ccccc2)C2=C(CC(C)(C)CC2=O)O1 (configuration not stated) | 3%
O=C(NC(=S)Nc1ccc2oc(-c3ccncc3)nc2c1)c1ccccc1F | 2%
COc1cc(/C=N\Nc2nc3ccccc3[nH]2)cc(OC)c1OC | 16%
CC1(C)CC2CC(C)(CN2Cc2c(O)ccc3ccccc23)C1 (configuration not stated) | 10%
CCOC(=O)C1=C(C)N=c2s/c(=C/c3ccc(-c4ccccc4[N+](=O)[O-])o3)c(=O)n2C1c1ccccc1OC (configuration not stated) | 0%
O=C(O)CN=Cc1c(O)[nH]c2ccccc12 | 0%
O=c1c2ccccc2nc(SCc2ccccc2)n1Cc1ccccc1 | 15%

# In the list so far, 16 have an aryl methoxy group.
structure | RNase H inhibition
COc1ccc(C(=O)NC(=S)Nc2ccc3nn(-c4ccc(F)cc4)nc3c2)cc1 | 10%
COc1ccc(C2CC(=O)C3=C(C2)NC(C)=C(C(=O)OCCOc2ccccc2)C3c2ccc(OCc3ccccc3)c(OC)c2)cc1 (configuration not stated) | 7%
COc1cc(C=C2C(=O)N(C)C(=S)N(C)C2=O)cc([N+](=O)[O-])c1O | 9%
COc1ccc(C2/C(=C(\O)c3ccccc3)C(=O)C(=O)N2c2cccnc2)cc1 (configuration not stated) | 0%
CCOc1ccc(-c2nc(Cc3ccc(OC)cc3)no2)cc1 | 17%
COc1ccccc1/C=C\C=N\n1c(-c2ccc(Cl)cc2)n[nH]c1=S | 15%
COc1ccc(/C=C2/SC(=O)N(CNc3ccc(I)cc3)C2=O)cc1 | 6%
COc1ccc(Cl)cc1C(=O)Nc1ccc(OC(F)(F)F)cc1 | 10%
COc1cccc(C2C(C#N)=C(N)OC3=C2C(=O)CC(c2ccccc2)C3)c1 (configuration not stated) | 8%
COc1ccc(C(=O)c2ccccc2C)cc1 | 2%
COc1ccc(N(CC(=O)Nc2ccc(C)cc2C)S(=O)(=O)c2ccc(C)cc2)c(OC)c1 | 16%
COc1ccc(Cl)cc1N(CC(=O)Nc1ccc(C)c(Cl)c1)S(C)(=O)=O | 9%
CCOC(=O)C1=C(C)N=c2s/c(=C/c3ccc(-c4ccc(C(=O)OCC)cc4)o3)c(=O)n2C1c1ccccc1OC (configuration not stated) | 3%
COc1cccc(/C=N/NC(=O)c2cccc(Br)c2)c1OC | 2%
COc1cc(/C=N\Nc2nc3ccccc3[nH]2)cc(OC)c1OC | 16%
CCOC(=O)C1=C(C)N=c2s/c(=C/c3ccc(-c4ccccc4[N+](=O)[O-])o3)c(=O)n2C1c1ccccc1OC (configuration not stated) | 0%

# From PubChem BioAssay
